Screening data: PubChem, several laboratories
Fh CTSL1 inh – counter-screen for PFM18AAP inhibitors: inhibitors of F. hepatica cathepsin L1; recombinant F. hepatica cathepsin L1, Z-Leu-Arg-MCA fluorescence; inhibition, % at 5.96 µM; 0.49% of 300,000 active;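 active means inhibition above the mean of all tested compounds plus 3 SD, set per screening campaign, cut at about 17% in these data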;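 further: 0% = plate median of test compound wells and 100% = 1 µM Z-Phe-Ala-diazomethylketone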
procasp7 counter – counter-screen: procaspase-7 (human) activation. P55210. activation, % at 8.5 µM. AID 463210. 0.093% of 330,000 active. recombinant procaspase-7, Ac-DEVD-pNA absorbance 405 nm; D23A/D198A/D206A triple mutant, cannot self-cleave; scale: DMSO 0, 5 µM enzyme 100;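 active means percent activation above the screen-wide mean plus 3 SD, cut at about 25% in these data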
Target sequence (P55210 whole entry D23A/D198A/D206A): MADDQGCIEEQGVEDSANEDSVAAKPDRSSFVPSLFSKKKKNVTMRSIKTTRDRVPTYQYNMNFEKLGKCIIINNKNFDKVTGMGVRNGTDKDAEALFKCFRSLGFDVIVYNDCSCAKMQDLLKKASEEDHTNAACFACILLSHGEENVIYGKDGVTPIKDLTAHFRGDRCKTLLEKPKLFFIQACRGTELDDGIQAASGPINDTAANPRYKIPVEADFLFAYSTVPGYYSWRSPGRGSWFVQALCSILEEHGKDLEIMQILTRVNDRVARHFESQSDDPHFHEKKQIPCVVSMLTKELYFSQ
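Assay system: Uncleavable procaspase-7 mutant enzyme; Input: 2 µM procaspase-7 mutant as dispensed; Also added: DEVD-pNA substrate; Medium: Zinc-free HEPES pH 7.4 with 300 mM NaCl, 0.01% Triton X-100; Timing: 1 h compound preincubation, 2 h substrate cleavage, 25 °C; Measured by: Epi-absorbance of released pNA at 405 nm, two timepoints.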
procasp3 activ – procaspase-3 (human) activation; activation, % at 8.5 µM; 0.11% of 330,000 active; recombinant procaspase-3 D3A, Ac-DEVD-pNA absorbance 405 nm; P42574;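 active means activation above the mean of all tested compounds plus 3 SD, cut at about 21% in these data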;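 further: 0% = DMSO alone and 100% = DMSO wells spiked with extra 5 µM PC-3 D3A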
Target sequence (P42574 whole entry D9A/D28A/D175A): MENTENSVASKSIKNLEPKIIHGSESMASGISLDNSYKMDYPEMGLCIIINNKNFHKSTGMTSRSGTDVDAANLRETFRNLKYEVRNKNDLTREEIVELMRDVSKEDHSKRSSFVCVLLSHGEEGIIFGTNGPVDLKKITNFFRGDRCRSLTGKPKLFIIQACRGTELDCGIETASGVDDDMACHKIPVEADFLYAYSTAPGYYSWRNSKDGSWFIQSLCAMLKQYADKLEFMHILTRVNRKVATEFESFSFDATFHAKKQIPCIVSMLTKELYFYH
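material = Procaspase-3 D3A mutant | probe or stimulus = Ac-DEVD-pNA | compound = single dose, 8.5 µM nominal compound, 0.8% DMSO | timing = 1 h preincubation, 2 h reaction | measured by = 405 nm absorbance of p-nitroaniline, reads at 0 and 120 min | benchmarks = DMSO-only low control, 5 µM PC-3 D3A high control | repeats = singlicate, each compound tested once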
core dimer inh – HCV core protein dimerization inhibition; inhibition, % at 5 µM; TR-FRET GST/Flag-core106 dimerization, 1536-well; 0.33% of 300,000 active; AID 1899;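 active means inhibition above the mean of all tested compounds plus 3 SD, set per screening campaign, cut at about 45% in these data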
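Material: Tagged HCV core106 pair (GST and Flag) | Amount: GST-core106 13.5 nM, Flag-core106 17 nM | Medium: KF-containing HEPES buffer, pH 7.45, DTT, CHAPS, BSA | Reagent: Eu donor and XL665 acceptor anti-tag antibodies | Schedule: 4 h at 22.5 °C | Technique: Time-resolved FRET, ex 340 nm, em 617 and 671 nm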
Efflux pump inh – inhibitors of Candida antifungal efflux pumps expressed in yeast. S. cerevisiae Candida pump triplex, Nile Red efflux. inhibition, % at 10 µM. 0.44% of 330,000 active. AID 485275;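 active means plate passing quality check with inhibition over a set limit, or well fluorescence over plate mean plus 4 SD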;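 further: Nile Red retained in pooled yeast measured as flow cytometry median fluorescence; 0% = buffer negative control and 100% = Enniatin B positive control; higher means more Nile Red kept so more efflux inhibition; some compounds called inactive have numbers as strong as hits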
PP5 inh – inhibitors of human protein phosphatase 5 (PP5). P53041. purified PP5c, OMFP substrate fluorescence. inhibition, % at 6.7 µM. 0.18% of 320,000 active. AID 1987;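 active means inhibition above the campaign's mean inhibition across all tested compounds plus 3 SD, cut at about 9.5% in these data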;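 further: 0% = DMSO only and 100% = 100 µM cantharidin control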
PP1 inh – PP1-alpha (human) inhibition in PP5 counter-screen; P62136; purified PP1alpha, OMFP fluorescence; inhibition, % at 6.7 µM; 0.9% of 320,000 active; AID 2235;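 active means inhibition above the mean inhibition of all tested compounds plus 3 SD, computed separately for each screening campaign, cut at about 15% in these data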
TPT1 inhibitor – inhibitors of Candida albicans tRNA 2'-phosphotransferase TPT1 | AID 1962 | 0.81% of 300,000 active | inhibition, % at 5 µM | recombinant caTPT1, FP RNA substrate dephosphorylation;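 active means inhibition above the mean of all tested compounds plus 3 SD, set per screening campaign, cut at about 24% in these data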;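 further: plate controls were DMSO alone for no effect and ferristatin control at 100 nM for full effect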
JMJD2C inh – blocks human GASC-1 demethylase activity; GST-JMJD2C(1-420) H3K9me3 demethylation, DELFIA europium; inhibition, % at 2.35 µM; 0.069% of 330,000 active;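 active means more than half of a compound's replicate wells show inhibition beyond 50%, single wells judged on their own value; inconclusive means some, but no more than half, of replicates pass 50% inhibition; inactive means no replicate passes 50% inhibition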;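 further: signal counts dimethyl H3K9 product captured on neutravidin plate; 0% = median of DMSO wells and 100% = 0.3 times that DMSO median; strong numbers were not always called active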
Target sequence (Q9H3R0 1-420 limits assumed): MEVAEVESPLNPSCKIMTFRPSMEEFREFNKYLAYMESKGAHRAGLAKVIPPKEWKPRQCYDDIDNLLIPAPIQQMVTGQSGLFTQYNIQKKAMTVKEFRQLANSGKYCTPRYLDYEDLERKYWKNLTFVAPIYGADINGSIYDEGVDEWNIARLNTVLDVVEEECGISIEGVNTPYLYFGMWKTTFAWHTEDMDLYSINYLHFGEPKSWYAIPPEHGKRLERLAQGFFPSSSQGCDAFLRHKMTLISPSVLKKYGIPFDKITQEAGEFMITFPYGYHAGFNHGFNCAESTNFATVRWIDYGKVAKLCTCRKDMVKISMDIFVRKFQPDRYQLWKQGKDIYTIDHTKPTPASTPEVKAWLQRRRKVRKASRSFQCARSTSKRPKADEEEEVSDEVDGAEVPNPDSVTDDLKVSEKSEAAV
* hit, by the source's call; ? = inconclusive; . = no result given; & = joins results of further samples.

The line under a structure holds: Fh CTSL1 inh, procasp7 counter, procasp3 activ, core dimer inh, Efflux pump inh, PP5 inh, PP1 inh, TPT1 inhibitor, JMJD2C inh
O=C(CCCSc1nnc(-c2cccs2)n1CC1CCCO1)c1ccccc1 (stereo unspecified)
    0, 7, -7, 8, 0.0, -2.4, 1, 2, -4
Cc1ccc(C2CC(c3ccccc3)=NN2C(=S)Nc2ccccc2)o1 (stereo unspecified)
    4, -37, -27, -4, -0.1, 2.5, 3, -7, 30
C[C@H](CO)N1C[C@H](C)[C@H](CN(C)Cc2ccc(-c3ccccc3)cc2)Oc2ccc(NS(=O)(=O)c3ccccc3)cc2CC1=O
    ., -2, 5, ., 1.0, ., ., ., 5
O=C(N=Nc1ccc(NOC(=O)c2ccccc2Br)cc1)c1ccccc1O
    7, 20, 2, -12, -0.1, 1.2, -2, -2, -11
CC1(C)OC(=O)C(=CNc2cccc(C(=O)O)c2)C(=O)O1
    -2, -2, 13, -4, 0.0, 1.5, -2, -5, 11
CCN(CC(=O)Nc1c(F)cccc1F)C(=O)c1ccc(S(=O)(=O)N2CCC(C)CC2)cc1
    ., -4, 2, ., -0.2, 1.7, 4, ., 3
O=C(Nc1ccccc1)OCc1cc(-c2ccccc2Cl)on1
    -6, -2, -6, -7, 0.0, 6.0, -1, 3, 4
COC(=O)c1ccc([N+](=O)[O-])cc1N1C(=O)C2C3CCC(C3)C2C1=O (stereo unspecified)
    -2, -10, 0, -4, 0.3, 0.7, 1, 1, -7
CCc1cc2ccccc2nc1SCC(=O)Nc1cc(OC)c(OC)cc1C(=O)O
    2, 2, 6, 6, -0.6, 0.7, 14, 0, -2
Cc1cc([N+](=O)[O-])ccc1NC(=O)CSc1nccc(=O)[nH]1
    -2, -3, -12, -5, -0.1, 0.9, -1, -9, 41
O=C(COC(=O)c1ccc(Cl)nc1)NCCc1ccc(F)cc1
    ., 18, -1, ., 0.1, ., ., ., -2
CCOC(=O)c1c(/N=C/c2ccc(OC)cc2O)sc2c1CCN(C)C2
    -2, 9, 1, 5, -0.1, 1.4, 3, -4, -12
CCCCCCCNC(=O)C1(CC2CC(c3ccc(Cl)cc3)=NO2)CCN(C(=O)Cc2ccc(F)cc2)CC1 (stereo unspecified)
    1, 7, 9, 14, 0.0, 0.8, 3, 1, 4
CC(=O)Nc1ccc(S(=O)(=O)N2CCN(c3cc(C)nc4ccccc34)CC2)cc1
    -5, 3, 11, -4, -0.1, 0.8, -3, 1, -5&2
CC(C)(C)c1cc(Cl)ccc1OCCOCCN1CCCC1
    3, 15, 2, -4, 0.0, 2.4, 1, -2, 2
Cc1cc(=O)oc2c(C)c(OC(C)C(=O)NCC(O)c3ccccc3)ccc12 (stereo unspecified)
    -1, 8, -19, -2, 0.2, 1.2, -4, -3, ?
O=C(O)CNC(=S)N(Cc1cccs1)C1CCCCC1
    -4, -4, 12, -4, 0.0, 1.7, -4, -3, -7
CCOC(=O)C1=C(C)NC(SCC(N)=O)=C(C#N)C1c1ccncc1 (stereo unspecified)
    2, -3, -9, -1, 0.0, 0.8, -2, -5, 2
COc1cc2[nH]c(=S)nc(NCCC(C)C)c2cc1OC
    7, 1, 6, 4, 0.1, -1.0, -2, 4, 8
COc1ccc(CNC[C@@H](CCCCN(C)Cc2ccc(OC)cc2)N2C[C@H](c3ccccc3)N(CCc3ccc(Cl)c(Cl)c3)C(=O)C2=O)cc1
    -2, -4, 6, -11, ., 4.9, 39*, 2, -1
CCCC(=O)Nc1nnc(SCC(=O)Nc2ccc3c(c2)OCCO3)s1
    -3, 10, -6, -1, 0.2, -0.8, -2, 0, 6
Cc1ccc(-c2cc3nc4c(c(=O)n3[nH]2)CCCC4)cc1
    1, 1, -6, 7, 0.0, 2.9, -2, -7, 5
CCc1nnc(NS(=O)(=O)c2ccc(NC(=O)OC)cc2)s1
    -2, -5, 1, 1, 0.0, 0.2, 2, -2, 3
Cc1ccc(C)n1-c1ccc2c(c1)COC2=O
    2, -7, 2, 25, -0.1, -3.6, 5, 5, 3
CN(C)C(CNC(=O)c1ccc2ccccc2c1)c1ccco1 (stereo unspecified)
    -14, 8, -3, -1, -0.2, 0.8, -5, 3, -6
O=C(N=Nc1c(O)[nH]c2ccc(F)cc12)C1COc2ccccc2O1 (stereo unspecified)
    2, -4, 3, -1, 0.0, -0.2, 4, -4, -5
COc1ccc(/C=N/n2cnnc2)cc1COc1ccccn1
    3, 12, 0, -3, 0.0, -0.2, -1, -3, ?
CC(C)CCNC(=O)C1CCCN(S(=O)(=O)c2ccc(-n3cnnn3)cc2)C1 (stereo unspecified)
    -1, -1, -3, -1, 0.1, 1.6, 2, 1, 13
O=C(c1cccc(-c2nnc(-c3ccccc3)o2)c1)N1CCCCCC1
    -6, 4, -5, 1, 0.1, 0.6, -1, -2, -11
CCC(=O)N1c2ccc(S(=O)(=O)CCC(=O)NCc3cccs3)cc2CC1C (stereo unspecified)
    10, 3, 0, -11, -0.1, -6.1, -7, 3, -2
CCOc1cccnc1Sc1ccccc1
    -3, -14, -2, -4, 0.1, 2.2, -4, 1, 1
CN(Cc1ncc[nH]1)C(=O)c1cc(COc2c(F)cccc2F)on1
    2, 5, 7, 0, 0.0, 2.4, 1, 1, 4
CCOC(=O)C1=C(Cc2ccc(Cl)cc2)C(=O)c2ccccc2C1=O
    -5, -17, -4, -4, 1.1, 6.3, 5, -4, 11
O=C(N/N=C/c1cc(Br)cc([N+](=O)[O-])c1O)c1ccc(NC(=O)c2ccc(F)cc2)cc1
    2, -12, 9, 0, -0.2, 2.8, 22*, 4, 6
CCc1nn(CC(=O)N2CCN(CC)CC2)c(=O)c2cc3sccc3n12
    2, 6, -1, 3, -0.1, 1.9, -10, -5, -3
O=C(NCc1ccc(F)cc1)c1cccc2c1C(=O)c1ccc(N3CCOCC3)cc1S2(=O)=O
    ., 9, -4, ., 0.5, 2.8, -4, ., -5
COc1cc(CNCCN2CCOCC2)ccc1OCc1c(Cl)cccc1Cl
    5, -1, -7, -5, 0.1, 1.0, 1, 1, 1
CCOC(=O)c1cc2cc3ccccc3cc2[nH]1
    8, -9, -9, -8, -0.3, 8.8, -4, -1, 10
CC1CCN(C(=O)COC(=O)c2cccc(NS(=O)(=O)c3ccccc3)c2)CC1
    -2, -1, -2, 3, 0.1, -1.8, 4, 1, -18
CNC(=O)NC(=S)NC(=O)c1ccccc1Cl
    2, -1, -9, -1, 0.0, 1.0, -3, -1, -4
N#CC(C(=O)NC1CCCCC1)=C1CCCCC1
    0, 2, -2, -6, 0.3, 2.6, -5, -2, -18
CC(=O)NCCC(=O)N1CCc2c([nH]c3ccccc23)C1c1cccc(Cl)c1 (stereo unspecified)
    -2, 1, 5, 0, 0.4, 2.5, -1, -3, -2
O=C(Nc1cccc(S(=O)(=O)NC2=NCCC2)c1)c1c(F)cccc1Cl
    -2, 1, 7, -13, -0.1, 2.1, 0, -1, -14
CC(C)c1ccc(NC(=O)CSc2nnc(-c3ccccn3)n2C)cc1
    -2, 6, -2, 3, 0.0, 3.0, -3, 1, 3
Cc1ccc(C(=O)O)cc1NC(=O)c1ccc2c(c1)C(=O)N(c1ccc([N+](=O)[O-])cc1)C2=O
    7, -7, -10, -2, 0.0, 1.5, 1, -2, -4
CN1CCN(c2ccc([N+](=O)[O-])cc2C(=O)Nc2ccccc2)CC1
    1, 11, 3, -1, 0.0, -3.3, -2, 4, 0
COC(=O)c1cc(=O)n(Cc2ccccc2)c(=NCc2ccccc2)s1
    -3, -1, 5, 7, -0.1, -1.2, -6, 0, 8
CC(=O)C1=C(O)CCCC1=NCc1nc2ccccc2[nH]1
    2, -10, -5, -1, 0.2, -3.0, -3, 2, -4
O=C1CN(C(=O)c2cccc(F)c2)C(c2ccc(F)cc2)c2cc(F)ccc2N1 (stereo unspecified)
    3, 0, -5, -1, 0.1, -0.2, -1, 1, 1
CCCN1CN=C(NS(=O)(=O)c2ccc(C)cc2)NC1
    1, 6, 14, 7, -0.1, -1.4, -1, 0, -2
O=C(NCCNc1ccc([N+](=O)[O-])cc1C(F)(F)F)c1cccc(F)c1
    5, 10, -3, 3, 0.2, 3.6, 1, -6, -2
Cc1cc(C(=O)CCC(=O)Nc2ncccc2O)c(C)s1
    1, 0, 0, -2, 0.2, 0.6, -7, 3, 12
O=C(NC1CCCCC1)C(c1ccco1)N(Cc1ccco1)C(=O)c1ccco1 (stereo unspecified)
    0, -7, -2, -2, 0.0, -0.8, -2, -2, 5
CS(=O)(=O)Nc1ccc2[nH]c(=O)[nH]c2c1
    -2, 0, -1, -2, 0.0, 1.6, -6, -1, -5
Cc1nc(SCC(=O)N2CC(C)OC(C)C2)nc(C)c1C (stereo unspecified)
    -2, 17, 6, 2, 0.1, -1.8, -3, -1, -20
O=C(CSc1nccn1-c1ccc(F)cc1)NCc1ccc2c(c1)OCO2
    1, 9, -4, -5, 0.0, 0.6, -1, -1, 2
COc1ccc(OC)c(C(=O)N2CCCC(Nc3ccc(F)cc3)C2)c1 (stereo unspecified)
    -2, -10, 0, -2, 0.2, 3.1, 1, 11, 10
C/C=C(/C)C(=O)OC1c2c(ccc3ccc(=O)oc23)OC(C)(C)C1OC(C)=O (stereo unspecified)
    7, 0, -5, 0, -0.1, 2.3, 2, -6, 5
